# MEKK3 PB1 HTS: modulators (inhibitors or enhancers) of MEK5 binding to human MEKK3 PB1 domain | Q99759 | bead-based flow cytometry, Alexa488-MEK5 binding to MEKK3; actives lie on both sides; 0 = blocked by unlabeled MEK5, 100 = vehicle | binding response (% of control), % at 10 µM | hit rate 1.4% among 290,000;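 active = binding response more than 3 SD above or below the average of its plate-row segment, actives on both sides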;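 note: Alexa488 bead fluorescence after subtracting the streptavidin-only scavenger bead signal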
# OXTR ag: human OXTR agonism; P30559; CHO-OTR cells, Fluo-8 calcium fluorescence; normalized: DMSO 0%, oxytocin 100%; activation, % at 3 µM; hit rate 0.32% among 320,000;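 active = activation above the mean of all tested compounds plus 3 SD, cutoff set per screening run, cut at about 20% in these data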;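 note: peak over basal fluorescence ratio from a 100 s FLIPR kinetic read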
# GPR7 antagonist: antagonists of human GPR7 (neuropeptides B/W receptor 1); P48145; GPR7-expressing cells, fluorescence antagonist assay; inhibition, % at 4.4 µM; hit rate 1.1% among 290,000; AID 1861; in the data active = inhibition above about 16%, passing the limit was not always enough;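 note: cells stimulated with the agonist NPW; 0% = agonist with vehicle and 100% = vehicle without agonist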
# Target sequence (P48145 whole entry, looked up): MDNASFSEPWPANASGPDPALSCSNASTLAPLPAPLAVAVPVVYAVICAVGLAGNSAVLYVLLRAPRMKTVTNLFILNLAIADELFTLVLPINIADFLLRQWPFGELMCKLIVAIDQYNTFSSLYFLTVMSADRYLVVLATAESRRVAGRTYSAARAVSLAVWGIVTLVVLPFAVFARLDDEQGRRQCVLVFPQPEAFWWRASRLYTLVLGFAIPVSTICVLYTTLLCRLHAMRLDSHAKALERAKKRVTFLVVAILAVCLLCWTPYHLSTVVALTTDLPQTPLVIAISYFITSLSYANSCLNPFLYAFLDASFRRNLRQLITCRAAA
# PHOSPHO1 inh: inhibitors of human PHOSPHO1 phosphatase; inhibition, % at 13.3 µM; AID 1565; Q8TCT1; hit rate 1.1% among 290,000; recombinant PHOSPHO1, absorbance phosphatase assay; in the data active = inhibition above about 60%
# Target sequence (Q8TCT1 whole entry, looked up): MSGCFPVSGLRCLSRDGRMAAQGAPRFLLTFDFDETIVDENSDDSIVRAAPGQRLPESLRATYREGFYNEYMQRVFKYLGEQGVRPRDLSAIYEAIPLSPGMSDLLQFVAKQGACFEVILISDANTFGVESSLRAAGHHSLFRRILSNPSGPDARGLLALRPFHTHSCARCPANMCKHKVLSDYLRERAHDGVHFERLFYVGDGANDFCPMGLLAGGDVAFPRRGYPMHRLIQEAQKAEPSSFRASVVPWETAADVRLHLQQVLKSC
# NALP1 inh: inhibitors of NALP1 inflammasome in yeast; S. cerevisiae NALP1/ASC/caspase-1 growth, X-gal OD620, 72 h; inhibition, % at 10 µM; hit rate 0.61% among 280,000; AID 2071; in the data active = inhibition mostly above about 24%, no sharp cut-off; inactive = mostly below about 32%; note: some compounds called inactive have numbers as strong as hits
# V1aR counter: counter-screen for oxytocin receptor agonists: human V1a receptor agonists; CHO-V1R cells, Fluo-8 calcium fluorescence, agonist mode; 0% DMSO, 100% 3 nM vasopressin; activation, % at 3 µM; hit rate 0.25% among 320,000; AID 2797;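 active = activation above the mean activation of all tested compounds plus 3 SD, per screening run, cut at about 20% in these data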;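 note: signal is peak over basal fluorescence ratio across a 100 second FLIPR read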
# Target sequence (P37288 whole entry, looked up): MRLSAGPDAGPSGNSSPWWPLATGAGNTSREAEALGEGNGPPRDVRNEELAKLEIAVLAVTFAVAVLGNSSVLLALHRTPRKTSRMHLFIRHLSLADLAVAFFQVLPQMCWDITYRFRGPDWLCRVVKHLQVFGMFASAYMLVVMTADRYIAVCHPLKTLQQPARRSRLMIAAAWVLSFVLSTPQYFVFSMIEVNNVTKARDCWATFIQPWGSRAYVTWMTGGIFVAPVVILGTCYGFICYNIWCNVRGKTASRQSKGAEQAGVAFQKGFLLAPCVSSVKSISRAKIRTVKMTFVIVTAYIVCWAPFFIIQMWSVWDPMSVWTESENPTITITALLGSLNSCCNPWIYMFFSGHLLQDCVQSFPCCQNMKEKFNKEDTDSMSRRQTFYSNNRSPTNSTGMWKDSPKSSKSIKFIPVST
# MEKK2mut PB1 HTS: signal of MEK5 binding to mutant human MEKK2 PB1 domain; percent response, % at 10 µM; bead flow cytometry, Alexa488-MEK5 binding to MEKK2 mutant; AID 1530; hit rate 0.35% among 290,000; in the data active = percent response above about 24%, passing the limit was not always enough; note: inactives centre near 1; some results filed as inactive read as strong as hits; reference of the scale not given here
# GalR3 antag: antagonists of human GalR3; O60755; HEK293 GalR3-CNG cAMP membrane potential fluorescence; galR3 body fused to GalR1 C-terminus; inhibition, % at 3 µM; hit rate 0.44% among 360,000; AID 651719;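 active = inhibition above the screen-wide average plus 3 SD, cut at about 13% in these data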;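 note: forskolin and galanin both at EC90 stimulate the cells; cAMP rise reported by CNG channel membrane potential dye signal; 0% = forskolin plus galanin with DMSO and 100% = forskolin alone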
# MEKK2wt PB1 HTS: raises or lowers MEK5 binding to wildtype human MEKK2 PB1 domain; Q9Y2U5; bead flow cytometry, Alexa488-MEK5 binding to MEKK2 WT; actives lie on both sides; binding response (% of control), % at 10 µM; hit rate 1.1% among 290,000; AID 1531; in the data active = binding response below about 67% or above about 130%
# Starred values were filed as active, the others as inactive; . = no result given.
SMILES,MEKK3 PB1 HTS,OXTR ag,GPR7 antagonist,PHOSPHO1 inh,NALP1 inh,V1aR counter,MEKK2mut PB1 HTS,GalR3 antag,MEKK2wt PB1 HTS
Cc1cc(=O)n(C)c(=O)n1CCCCOc1ccc([N+](=O)[O-])cc1,104,5.2,13,6,50*,7.2,4,-7,95
Cc1cccc(OCc2nnc(SCC(=O)N3CCN(C(=O)c4ccco4)CC3)n2C)c1C,102,-1.1,-4,16,-5,-0.6,4,.,103
Cc1[nH]c(=O)[nH]c(=O)c1S(=O)(=O)NCC12CC3CC(CC(C3)C1)C2,99,2.4,-3,36,6,0.6,0,-5,102
CCN(CC)c1nc2cc(C)ccc2cc1/C=C(\C#N)C(N)=O,94,-0.2,-15,15,-3,2.7,-10,-3,86
O=C(NCCc1ccccc1)c1cccnc1N1CCCCCC1,95,0.2,2,-4,2,0.0,-7,-2,93
Cc1ccc2[nH]c3c(c2c1)CN(C(=O)CN1CCCCC1)CC3,101,0.6,-11,19,.,0.8,1,-5,101
N#CCCSc1ncnc2c1oc1ccccc12,102,-0.5,-8,14,-37,-0.2,7,2,100
O=C(COC(=O)c1cccs1)Nc1ccccc1C(F)(F)F,98,-0.7,0,-9,14,-0.8,-10,1,95
O=C(CSc1ncn[nH]1)Nc1ccccc1C(=O)O,103,0.3,-13,-6,-9,0.3,2,0,104
Cc1ccc(S(=O)(=O)NNC(=O)CCC(=O)Nc2ccc(C)c(C)c2)cc1,107,-1.9,6,16,-2,0.7,21,-1,103
Cc1oc2cc3oc(=O)c(CCC(=O)NCCCN4CCOCC4)c(C)c3cc2c1C,101,3.0,-5,34,6,3.4,3,1,103
CC(C)c1ccc(-c2nc(N3CCCCC3)[nH]c(=O)c2C#N)cc1,98,-1.2,-3,-23,-4,0.8,-1,1,91
CC(=O)C1=C(O)C(=O)N(CCc2c[nH]c3ccccc23)C1c1cccc(O)c1 (configuration not stated),109,-0.2,2,12,-8,0.1,3,2,111
Oc1ccccc1N1CCN(c2nnnn2-c2ccccc2)CC1,95,1.5,0,16,11,1.4,0,-7,101
COc1ccc(S(=O)(=O)N2CCOC2CNC(=O)C(=O)NCc2ccco2)cc1OC (configuration not stated),108,0.7,1,13,.,0.4,10,8,99
COc1cccc(CN2CCN(CCc3ccccc3)C(CCO)C2)c1OC (configuration not stated),98,-0.6,10,52,17,0.0,-7,-2,96
CCOc1ccccc1N(CC(=O)N1CCCC1)S(C)(=O)=O,107,0.3,4,8,18,4.3,4,-6,106
CSc1ccc(C(=O)C2CCCN(C(=O)c3nn(C)c(=O)c4ccccc34)C2)cc1 (configuration not stated),105,3.5,-12,57,-12,5.0,2,-1,105
O=C(CSCCO)Nc1ccccc1,113,0.1,0,-23,.,1.2,3,-2,115
Cc1cc(-c2ccc(C)c(S(=O)(=O)NCc3cccc(Br)c3)c2)on1,101,-1.4,14,38,17,0.9,-1,2,100
CCOCCc1nnc(NC(=O)Cc2ccc(Br)cc2)s1,97,9.6,4,-7,-1,11,-3,-2,95
CC(C)N(C)S(=O)(=O)c1ccc(Cl)c(C(=O)O)c1,103,1.7,-5,32,-12,0.7,2,0,98
CCOC(=O)CSc1nnc(-c2ccccc2)c(=O)[nH]1,101,1.1,11,26,50,-0.7,2,-2,104
NC(=O)CN1CCN(C(=O)NC2CCCCC2)CC1,95,0.8,-2,0,-4,0.0,-1,0,96
COC(=O)c1ccc(COC(=O)c2ccc(SC)cc2OC)cc1,103,0.7,-8,4,22,0.5,17,-3,99
Cc1cccc(NC(=O)c2cc(Cl)sc2Cl)c1C,99,-2.6,0,0,26,-2.0,10,0,111
CCCN(CC1CC1)C(=O)CCc1nnc(C(OC)c2ccccc2)o1 (configuration not stated),98,0.7,0,18,-2,-0.1,-4,1,97
CCCc1cc2c(c(NC(C)=O)n1)c(=O)oc1ccccc12,99,.,-9,-14,-56,.,-1,-2,96
CC12CC3(C)CC(C)(C1)CC(C(=O)NCCc1ccc(S(N)(=O)=O)cc1)(C2)C3,101,0.3,-15,36,11,0.0,2,-9,101
Cc1ccccc1N1CCN(C2CCCN(C(=O)c3ocnc3C)C2)CC1 (configuration not stated),106,.,-5,23,8,.,1,-1,104
CCOCCc1c(O)nc(SC)[nH]c1=O,112,0.3,-17,42,7,0.3,14,-8,103
CCCCOc1ccccc1NC(=O)CC1Nc2ccccc2NC1=O (configuration not stated),90,-0.5,.,12,13,-0.8,-9,4,85
CCNS(=O)(=O)c1ccc(NC(=O)Nc2ccccc2OC)cc1,100,0.3,-3,23,-19,1.8,0,-2,102
COCCNC(=O)c1ccccc1NC(=O)c1cccc([N+](=O)[O-])c1C,105,0.1,5,29,-1,-0.6,-4,-8,99
S=c1[nH]nc(COc2ccccc2)n1/N=C/c1c(Cl)cccc1Cl,103,-1.5,-25,-119,-1,-0.3,1,-1,105
COc1ccc(-c2nnn(-c3cc(Cl)cc(Cl)c3)c2N)cc1,102,-3.3,-13,2,18,-1.0,1,-2,101
COc1ccccc1N(CC(=O)Nc1ccccc1C(=O)N1CCCC1)S(C)(=O)=O,97,.,-14,18,12,.,-3,-8,97
Cc1ccc2c(c1)CC1(CN2C)C(=O)OC(C)(C)OC1=O,104,.,-12,-6,10,.,5,-5,102
Cc1ccc(CC2CC(=O)N(c3ccc(Cl)cn3)C2=O)cc1 (configuration not stated),101,-1.6,-13,11,12,-0.3,7,-3,105
O=C(CSc1nc2ncccc2[nH]1)NC1CCCC1,99,0.6,-6,33,-3,0.2,-5,.,97

# Given as labelled records: 2 of the compounds above.
CCCCOc1ccccc1NC(=O)CC1Nc2ccccc2NC1=O (configuration not stated)
  MEKK3 PB1 HTS = 90
  OXTR ag = -0.5
  GPR7 antagonist = .
  PHOSPHO1 inh = 12
  NALP1 inh = 13
  V1aR counter = -0.8
  MEKK2mut PB1 HTS = -9
  GalR3 antag = 4
  MEKK2wt PB1 HTS = 85
CCNS(=O)(=O)c1ccc(NC(=O)Nc2ccccc2OC)cc1
  MEKK3 PB1 HTS = 100
  OXTR ag = 0.3
  GPR7 antagonist = -3
  PHOSPHO1 inh = 23
  NALP1 inh = -19
  V1aR counter = 1.8
  MEKK2mut PB1 HTS = 0
  GalR3 antag = -2
  MEKK2wt PB1 HTS = 102

# Arranged by the number under MEKK2wt PB1 HTS (low to high): three from the list above
smiles | MEKK3 PB1 HTS | GPR7 antagonist | PHOSPHO1 inh | NALP1 inh | MEKK2mut PB1 HTS | GalR3 antag | MEKK2wt PB1 HTS
CCCCOc1ccccc1NC(=O)CC1Nc2ccccc2NC1=O (configuration not stated) | 90 | . | 12 | 13 | -9 | 4 | 85
NC(=O)CN1CCN(C(=O)NC2CCCCC2)CC1 | 95 | -2 | 0 | -4 | -1 | 0 | 96
Cc1cccc(NC(=O)c2cc(Cl)sc2Cl)c1C | 99 | 0 | 0 | 26 | 10 | 0 | 111

# Carrying on:
SMILES,MEKK3 PB1 HTS,OXTR ag,GPR7 antagonist,PHOSPHO1 inh,NALP1 inh,V1aR counter,MEKK2mut PB1 HTS,GalR3 antag,MEKK2wt PB1 HTS
Cc1ccnc(NS(=O)(=O)c2ccc3ccccc3c2)n1,107,2.1,-7,36,11,-0.4,2,.,106
CC(=O)c1cccc(NS(=O)(=O)c2ccc(NC(=O)N3CCCCC3)cc2)c1,110,2.9,16,9,-10,8.5,10,83*,109
NC1=NC(c2ccccc2)N=C(Nc2ccccc2)N1 (configuration not stated),108,-0.2,-11,14,13,-0.1,5,-11,95
O=C(Nc1ccn(Cc2c(F)c(F)cc(F)c2F)n1)c1ccc(COc2ccc(Cl)cc2Cl)o1,101,1.4,-10,-14,-3,1.0,8,-5,108
O=C(NCc1cn2ccsc2n1)Nc1cccc(Cl)c1,104,0.4,6,5,-6,0.1,6,-3,103
O=C(O)CCC(=O)N1CN2CN(C(=O)CCC(=O)O)CC([N+](=O)[O-])(C2)C1,97,0.3,-13,19,8,-0.5,0,-4,99
CC(C(=O)NCc1ccco1)n1nc(-c2ccccc2)c2cc(Cl)ccc21 (configuration not stated),117,-0.9,-17,3,-15,-1.0,6,5,114
NC(=S)N/N=C1\CC(n2nnn(-c3cccc(Cl)c3)c2=S)C2COC1O2 (configuration not stated),100,6.2,2,28,-14,9.9,-5,0,96
CCCCNC(=O)C1CC(c2cccc(F)c2)=NO1 (configuration not stated),99,0.2,.,35,.,0.0,5,0,103
O=C(NCCCN1CCOCC1)Nc1ccc(Cc2ccc(NC(=O)NCCCN3CCOCC3)cc2)cc1,99,0.1,-15,-31,6,0.3,1,0,113
Cc1csc2ncnc(N3CCN(C(=S)Nc4ccc(C(F)(F)F)cc4)CC3)c12,100,11,-10,7,-1,9.4,-2,67*,101
Cc1ccc2[nH]c(O)c(N=O)c2c1,101,0.7,1,-19,37,1.2,2,-3,100
Cc1ccc(S(=O)(=O)c2nc(C(C)(C)C)oc2N2CCOCC2)cc1,86,0.1,-8,-21,24,0.6,-9,-5,88
Cc1cccc(NC(=O)CN(C)S(=O)(=O)c2cccs2)c1,105,1.3,6,6,-1,1.4,3,0,101
CC(C)C(NC(=O)C1CCCCC1)C(=O)NC1CCN(Cc2ccccc2)CC1 (configuration not stated),99,.,-4,40,24,.,0,.,100
COc1ccc(NC(=O)CSc2nnnn2C2CCCCC2)c(OC)c1,102,-0.4,-6,37,-3,1.9,-4,6,99
CCN(CC)CCNC(=O)c1cc2cc(Br)ccc2s1,102,3.6,-1,3,5,1.5,0,-5,105
CCN1C(=O)CC(N2CCN(c3ccc(C(=O)c4ccncc4)cc3)CC2)C1=O (configuration not stated),101,1.2,8,12,17,1.1,8,-2,104
CCCC(CCC)C(=O)Nc1ccc2c(c1)N(C(=O)CCN1CCN(C)CC1)c1ccccc1CC2,106,-1.2,28*,-3,1,-0.9,5,-7,125
Cc1cccc(C)c1NC(=O)CSc1nnc(NC(=O)CN2CCOCC2)s1,105,1.1,1,46,1,0.3,5,-2,105
CC1(C)CC(=O)C2=C(C1)OC(c1ccncc1)C(C#N)=C2N (configuration not stated),106,0.6,-9,14,0,0.4,1,-1,106
CCCCn1c(=O)nc2n(-c3ccc(C)cc3)c3ccccc3cc-2c1=O,111,-2.5,9,-5,32,-0.5,5,0,101
O=C(COc1ccc2ccccc2c1)Nc1cccc2cccnc12,102,1.8,7,16,1,3.8,4,-5,101
CCOC(=O)C1=C(C)N=C2SC(C)C(=O)N2C1c1ccc(OCC)c(OCC)c1 (configuration not stated),87,-0.6,-5,-2,.,-0.9,-8,4,95
O=C(O)c1cccc(S(=O)(=O)N2CCCC(c3nc4c(nnn4Cc4ccc(F)cc4)c(=O)[nH]3)C2)c1 (configuration not stated),96,8.1,4,-24,-4,-0.5,-6,-9,88
O=C(O)c1ccccc1-c1ccc(/C=C/c2cc(C(F)(F)F)[nH]c(=O)n2)o1,95,.,5,-64,-4,.,-2,-2,96
Cc1ccc(N=Cc2c(O)ccc3ccccc23)cc1F,94,-0.6,-8,-3,22,1.3,-3,-5,94
COc1ccc(CC(=O)Nc2ccc(-c3cn4ccccc4n3)cc2)cc1OC,99,0.7,5,21,10,0.3,6,6,106
O=C(CCc1nnc(CCCc2ccccc2)o1)NCCCC1CCCC1,106,-2.9,-5,10,-16,-1.0,4,-4,104
CN(Cc1cn(C)c2ccccc12)C(=S)Nc1cc(F)cc(F)c1,98,0.5,-12,18,23,0.4,-2,2,96
O=C(CN(Cc1ccccc1)S(=O)(=O)c1ccc(Br)cc1)NCC1CCCO1 (configuration not stated),104,0.0,2,2,6,1.6,9,-3,102
COc1cc(CN(C(=S)NCC(=O)NC2CCCC2)C2CCCC2)cc(OC)c1OC,97,-0.9,-3,0,16,0.0,-2,0,100
CC(=O)c1cccc(NC(=O)C2CCCN(S(=O)(=O)c3ccccc3)C2)c1 (configuration not stated),100,1.4,16,3,12,1.5,-1,-5,100
